HBB splice mod: alters splicing of the hemoglobin beta chain. HBB splicing reporter cell assay, activation; EGFP reporter with mutant IVS2-654 intron; response scale: normalised to 500 nM splice-correcting PNA. Potency, µM (doses to about 46.1 µM), for the others: top-dose activation, usual class: activators. 65,000 tested, 0.06% active. AID 925; further: potency means the concentration at half of the fitted maximal effect; 0% is about no effect
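HeLa cells stably expressing EGFP interrupted by mutant beta-globin intron 2 (IVS2-654), 500/well in 2% FCS. Treated with compound for 2 days at 37C. Splicing correction scored as total well GFP intensity (488 nm excitation, 500-520 nm emission); 500 nM antisense PNA served as control.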
BRCT inh green: blocks human BRCA1 BRCT binding to phosphopeptide, green readout; BRCA1 BRCT-phosphopeptide binding, green fluorescence polarization; Potency, µM (highest dose often 76.9 µM), without a hit: at the highest dose activity change, negative = inhibition, hits mostly inhibitors; 75,000 tested, 0.05% active; AID 875;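 further: potency means the concentration at half of the fitted maximal effect; plate controls were peptide without protein for full effect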
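Fluorescence polarization: His-tagged BRCT (~35 kDa BRCA1 C-terminus, 250 nM) bound to 100 nM fluorescein-labeled phosphorylated 10-aa BACH1 peptide, pH 7.3 phosphate buffer with DTT and Tween 20. Compounds incubated 12 min at room temperature; inhibition read as lowered polarization.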
GFP derepression: epigenetic GFP locus derepression in mouse cells. mouse C127i GFP locus derepression, cytometry, 30 h. Potency, µM (series often up to 46.1 µM), inactives show top-dose GFP derepression (activation). 68,000 tested, 0.09% active; further: % of control where 0% means no effect
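Locus derepression in mouse mammary C127i cells whose integrated CMV-GFP reporter is normally silent; GFP expression after 30 h compound treatment was quantified by counting fluorescent cells.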
HADH2 inh: inhibitors of human HADH2 dehydrogenase; Potency, µM (top dose mostly 57.1 µM), for inactives: at the highest dose activity change, negative = inhibition, most hits filed as inhibitors; Q99714; recombinant HADH2, NADH fluorescence, beta-hydroxybutyryl-CoA; 73,000 tested, 3.4% active; further: potency means the concentration at half of the fitted maximal effect; on the % scale 0 is the no-effect control and ±100 the full control effect; nearly all actives have a fitted effect of over 60% in size; many of its hits are not listed in these tables
Target sequence (Q99714 whole entry, looked up, one chain of several): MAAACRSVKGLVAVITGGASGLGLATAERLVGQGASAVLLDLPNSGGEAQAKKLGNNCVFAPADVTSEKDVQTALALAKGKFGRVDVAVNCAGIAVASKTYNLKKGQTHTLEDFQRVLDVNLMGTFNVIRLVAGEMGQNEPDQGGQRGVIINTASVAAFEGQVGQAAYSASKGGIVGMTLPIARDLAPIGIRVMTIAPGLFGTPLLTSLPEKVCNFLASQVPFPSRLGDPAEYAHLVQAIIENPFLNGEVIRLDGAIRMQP
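E. coli-expressed His-tagged HADH2 tested at 20 nM in alkaline Tris buffer (pH 9.0); oxidation of 90 uM beta-hydroxybutyryl-CoA with 1 mM NAD+ tracked fluorimetrically for 4 min.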
Hsp90 Hop PPI: changes Hsp90-Hop TPR2A binding signal, up or down. AlphaScreen TPR2A-His6 binding biotin-Hsp90 C-terminal peptide. Potency, µM (highest dose often 57 µM), without a hit: at the highest dose activity change, negative = inhibition. 71,000 tested, 0.44% active. AID 595; active means well fitted curve in either direction with a large enough effect; inconclusive means small, poorly fitted or top-dose-only effect, or another doubt; further: potency means the concentration at half of the fitted maximal effect; on the % scale 0 is the no-effect control and ±100 the full control effect; many of its hits are not listed in these tables
Ub-GFP proteasome: ubiquitin-GFP accumulation via proteasome inhibition; 67,000 tested, under 10 active; Potency, µM (series often up to 45.9 µM), without a hit: at the highest dose activation (GFP accumulation), most hits filed as activators; Ubiquitin-GFP reporter cells, proteasome inhibition, GFP fluorescence; response scale: untreated = 0%, 10 µM MG-132 = 100%; active means well fitted activation curve with a large enough effect, not every such curve was filed as active; inconclusive means small, poorly fitted or top-dose-only effect, or another doubt; inactive means no such curve, though single readings can be large or run the other way; further: potency means the concentration at half of the fitted maximal effect
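Proteasome blockade was scored as a rise in GFP-expressing U2OS cells carrying a ubiquitin(G76V)-GFP construct, imaged after 4 hr compound treatment at 37 °C across a 46 uM–2.9 nM series.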
DNA Pol III inh: blocks replication by bacterial DNA polymerase III holoenzyme. reconstituted DNA polymerase III holoenzyme replication, biochemical. Potency, µM (highest dose often 57.1 µM), without a hit: at the highest dose activity change, negative = inhibition. 71,000 tested, 0.25% active. AID 603; further: potency means the concentration at half of the fitted maximal effect; on the % scale 0 is the no-effect control and ±100 the full control effect
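Reconstituted *E. coli* holoenzyme (0.35 nM Pol III, 1 nM beta, 154 nM SSB, 2 nM primase) was preincubated with compound for 15 min at RT. Synthesis on 1.4 nM ssM13Gori ran 35 min, then was stopped with PicoGreen/EDTA and read as dsDNA fluorescence.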
USP2a inhib: inhibitors of human ubiquitin-specific protease USP2a | O75604 | USP2a enzymatic assay, qHTS inhibition | Potency, µM (top dose mostly 38.3 µM), without a hit: top-dose activity change, negative = inhibition, usual class: inhibitors | 60,000 tested, 0.1% active;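 further: potency means the concentration at half of the fitted maximal effect; nearly all actives have a fitted effect of over 60% in size; plate controls were DMSO for no effect and NEM full inhibition control for full effect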
Target sequence (O75604 whole entry, looked up): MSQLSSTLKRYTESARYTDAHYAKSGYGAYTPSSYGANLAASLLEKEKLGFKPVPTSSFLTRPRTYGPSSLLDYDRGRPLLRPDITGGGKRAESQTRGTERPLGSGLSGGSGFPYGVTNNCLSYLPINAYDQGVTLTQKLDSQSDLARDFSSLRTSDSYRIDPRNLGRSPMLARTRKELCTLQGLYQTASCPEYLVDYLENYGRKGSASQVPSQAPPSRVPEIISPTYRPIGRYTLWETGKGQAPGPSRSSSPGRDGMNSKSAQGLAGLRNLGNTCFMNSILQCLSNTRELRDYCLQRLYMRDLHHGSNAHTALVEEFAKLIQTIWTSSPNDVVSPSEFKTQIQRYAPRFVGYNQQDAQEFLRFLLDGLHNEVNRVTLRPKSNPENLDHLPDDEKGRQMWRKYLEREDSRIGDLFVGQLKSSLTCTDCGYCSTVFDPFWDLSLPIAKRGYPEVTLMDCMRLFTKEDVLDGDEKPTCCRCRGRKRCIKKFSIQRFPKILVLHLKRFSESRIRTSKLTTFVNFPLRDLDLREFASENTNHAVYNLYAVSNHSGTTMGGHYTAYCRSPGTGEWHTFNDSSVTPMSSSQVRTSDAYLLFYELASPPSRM
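USP2 core (20 nM final) was preincubated with compound for 30 min at RT in 20 mM Tris-HCl pH 8.0, 2 mM CaCl2, 2 mM beta-mercaptoethanol; Ub-PLA2 (20 nM) plus NBD C6-HPC (20 uM) then added, fluorescence read after 2.5 h.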
BRCT PPI red: BRCT-phosphoprotein interaction inhibition (red fluorophore) | BRCT-phosphopeptide binding, red fluorescence polarization | Potency, µM (highest dose often 76.9 µM), inactives show top-dose activity change, negative = inhibition, hits mostly inhibitors | 75,000 tested, 0.03% active | AID 892; further: on the % scale 0 is the no-effect control and ±100 the full control effect
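Rhodamine-labelled pBACH1 10-mer (100 nM) bound to BRCT domain (100 nM) at pH 7.3; compounds incubated 12 min room temperature, polarization read. Free peptide defines full inhibition; unlabelled decapeptide titrated as control.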
ALOX15 inhib: inhibitors of human 15-lipoxygenase (ALOX15) | 74,000 tested, 1.4% active | purified 15hLO-1, xylenol orange hydroperoxide absorbance | Potency, µM (highest dose often 57.1 µM), for the others: at the highest dose activity change, negative = inhibition, most hits filed as inhibitors | P16050 | AID 887; further: potency means the concentration at half of the fitted maximal effect; on the % scale 0 is the no-effect control and ±100 the full control effect; nearly all actives have a fitted effect of over 55% in size
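Compounds were preincubated 15 min at room temperature with 40 nM purified human enzyme (25 mM Hepes pH 7.5, 0.01% Triton X-100); 50 uM arachidonic acid reacted 6 min. Fe-xylenol orange detection, 30 min, absorbance ratio 573/405 nm.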
CRE Fsk mod: modulators of forskolin-stimulated CRE signaling in CHO cells; 71,000 tested, 2.5% active; Potency, µM (titrated, usually from 38.2 µM), inactives show at the highest dose activity change, negative = inhibition, actives largely listed as activators; CHO CRE-bla reporter (cAMP response element driving beta-lactamase), forskolin EC10, beta-lactamase ratio; AID 662; active means well fitted activation curve with a large enough effect in the signal ratio, with a control signal flat, not every such curve was filed as active; inconclusive means small, poorly fitted or top-dose-only effect, or effect the other way, or a change in a side signal; the % refers to the signal ratio; further: potency means the concentration at half of the fitted maximal effect; % of control where 0% means no effect
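Cells were plated overnight at 37 °C, exposed to compound titrations plus EC10 NKH 477 for 3 h, then given CCF4 dye for 2 h at room temperature. Blue/green (460/530 nm) ratio was converted to %Activity and AC50 values calculated.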
* hit, by the source's call; ? = inconclusive; · = not tested or not shown; [ ] = another dose, or the depositor's remark. Unless noted, the call rests on the fitted dose curve; in most records, active means well fitted curve in the direction sought with a large enough effect; inconclusive means small, poorly fitted or top-dose-only effect, or another doubt; inactive means no such curve, though single readings can be large; an effect the other way counts as inactive or inconclusive. These rows are one share of the data; rates above refer to the full screens.

Start of the data: the first two compounds, to show the layout:
molecule,HBB splice mod,BRCT inh green,GFP derepression,HADH2 inh,Hsp90 Hop PPI,Ub-GFP proteasome,DNA Pol III inh,USP2a inhib,BRCT PPI red,ALOX15 inhib,CRE Fsk mod
CCn1c(Cn2nnc(-c3ccccc3)n2)nnc1SCC(=O)Nc1ccc(N(C)C)cc1,0.4%,-7.0%,0%,0%,-5%,0%,0%,1%,0.5%,9%,-3%
Cc1nn(C)c(C)c1S(=O)(=O)N(CC(=O)NCc1ccco1)c1ccc(C(C)C)cc1,-1.0%,-1.8%,-3%,1%,-5%,-6%,0%,·,-1.9%,1%,-7%

This part in full, from the first entry:
molecule,HBB splice mod,BRCT inh green,GFP derepression,HADH2 inh,Hsp90 Hop PPI,Ub-GFP proteasome,DNA Pol III inh,USP2a inhib,BRCT PPI red,ALOX15 inhib,CRE Fsk mod
CCn1c(Cn2nnc(-c3ccccc3)n2)nnc1SCC(=O)Nc1ccc(N(C)C)cc1,0.4%,-7.0%,0%,0%,-5%,0%,0%,1%,0.5%,9%,-3%
Cc1nn(C)c(C)c1S(=O)(=O)N(CC(=O)NCc1ccco1)c1ccc(C(C)C)cc1,-1.0%,-1.8%,-3%,1%,-5%,-6%,0%,·,-1.9%,1%,-7%
CC(C)COC(=O)n1ccc(C(=O)N2CCCCC2)n1,-0.7%,-1.3%,-2%,0%,-1%,-14%,-5%,6%,0.7%,5%,-18%
CCOc1ccc(-n2c(SCC(=O)Nc3cc(C)on3)nc3c([nH]c4ccccc43)c2=O)cc1,0.4%,-1.0%,·,13%,-5%,2%,-1%,·,0.3%,-16%,1.3µM*
COc1cc(NS(=O)(=O)c2ccc(NC(=O)C34CC5CC(CC(C5)C3)C4)cc2)ncn1,2.1%[9.22 µM],-0.2%,2%,-7%,0%,8%,-6%,11%,-0.1%,4%,-6%
COCCNC(=O)CN1C(=O)CSc2cc(S(=O)(=O)N3CCCCCC3)ccc21,0.2%,-1.9%,0%,1%,-1%,6%,-7%,·,0.8%,3%,-5%
COc1ccc2c(c1)c(=O)oc1cc(OCC(=O)N3CCC(C)CC3)ccc12,-0.1%,-1.2%,0%,62%[activator],-5%,8%,?,21%,-1.4%,?,?
CNc1nc(-c2ccc(Cl)cc2)cs1,-0.2%[57.5 µM],0.1%,-2%,-13%,-4%,2%,-3%,0%,0.4%,-19%,2%
CC1CCN(CCc2nc3cc(NS(=O)(=O)c4ccccc4)ccc3n2C)CC1,-0.7%,0.3%,3%,6%,-5%,5%,-5%,-3%,1.6%,2%,8%
COc1ccc(-n2c(C)nc3cc(C(=O)NCc4ccco4)ccc32)cc1,-0.6%,-2.2%,6%,4%,-1%,-1%,-2%,21%,0.2%,-17%,-1%
COCC(=O)OCn1nnc2ccccc2c1=O,-1.0%,-0.8%,-1%,3%,3%,-13%,1%,3%,-0.1%,8%,-5%
COCC(C)NC(=O)c1ccc(Cl)c(Cl)c1 (configuration not stated),-0.2%,-0.4%,0%,4%,-5%,-1%,-3%,-11%,0.2%,7%,4%
COc1cccc(Nc2ncc3ncc(=O)n(CCC#N)c3n2)c1,-0.8%,-1.6%,0%[9.22 µM],4%,-3%,0%,-1%,23%,1.1%,2%,?
CSc1sc(C)cc1C1C(C#N)=C(N)N(c2cccnc2)C2=C1C(=O)CCC2 (configuration not stated),-1.9%,-4.0%,0%,-22%,-22%,8%,-18%,41%[activator],-1.6%,16µM*,-10%
Cc1c(C#N)c(N=CN(C)C)c(C(=O)c2ccccc2)n1-c1ccccc1,2.5%,-4.7%,-2%,-8%,-5%,20%,-2%,6%,0.2%,-7%,12%
COc1ccc(-c2nsc(SCC(=O)Nc3cc(C)on3)n2)cc1,-1.5%,-3.5%,0%,?,3%,8%,0%,-5%,-0.8%,?,?
COc1ccc(S(=O)(=O)NCCSCc2cccs2)cc1,-0.4%,-0.9%,0%,-9%,0%,-2%,0%,-1%,-1.1%,-6%,-9%
Cc1cccc(Cl)c1NC[C@H](O)CN1CCN(C)CC1,2.5%[9.22 µM],-1.6%[15.4 µM],-1%[9.22 µM],1%[11.4 µM],-1%[11 µM],-4%[9.17 µM],-7%[11.4 µM],·,-3.1%[15.4 µM],3%[11.4 µM],?
O=C(Nc1ccon1)c1cnc2sccn2c1=O,-1.4%,-2.1%,0%,25µM*,2%,-5%,-2%,2%,-1.2%,-3%,-1%
COc1ccc(-c2csc3nc(C)n(-n4cccc4)c(=O)c23)cc1OC,0.4%,0.1%,6%,9%,-5%,6%,-2%,4%,-0.4%,6%,23%
O=C(O)c1ccc2c(c1C(=O)O)C(=O)OC2(c1ccc(O)cc1)c1ccc(O)cc1,4.8%[9.22 µM],-3.2%[15.4 µM],2%[9.22 µM],-1%[11.4 µM],2%[11 µM],-2%[9.17 µM],-9%[11.4 µM],·,1.1%[15.4 µM],-2%[11.4 µM],15%[7.6 µM]
COc1cc(OC)c(NC(=O)CS(=O)(=O)Cc2nc(-c3ccc(C)cc3)oc2C)cc1Cl,-0.2%,-2.0%,2%,5%,-3%,15%,-4%,·,0.5%,0%,-1%
O=C1c2ccccc2C(=O)N1CCN1CCOCC1,-0.7%,-1.2%,-6%,8%,0%,-3%,1%,·,-1.8%,15%,-6%
COc1ccc(OCCN(C)Cc2ccccc2)cc1,3.2%,1.2%,-5%,-1%,?,-5%,0%,-12%,-0.1%,14%,1%
COC(=O)c1ccccc1NC(=O)Cn1c(=O)oc2ccc(Cl)cc21,-1.1%,0.2%,9%,25µM*,-1%,-4%,-3%,6%,0.1%,-1%,22%
Cn1c(=O)c2c(nc(CN3CCOCC3)n2CCc2ccccc2)n(C)c1=O,·,-2.0%,-1%,8%,1%,2%,-3%,35%[activator],0.2%,9%,3%
CC(=O)C1=C(O)C(=O)N(Cc2ccco2)C1c1ccc2c(c1)OCO2 (configuration not stated),·,-1.4%,1%,-16%,-3%,-1%,5%,76%[activator],1.0%,47%[activator],-2%
O=C(NCCCn1ccnc1)Nc1ccc(Cl)cc1,-2.2%,0.5%,1%,12%,0%,0%,-6%,-4%,-1.6%,8%,?
CC(C)(C)N1C(=O)c2ccc(C(=O)O)cc2C1=O,-0.7%,-1.3%,-1%,5%,2%,-3%,-6%,-2%,0.0%,6%,?
CCc1ccc(OCC(=O)NCc2ccco2)c(Br)c1,-0.1%,0.3%,0%,?,-5%,-1%,-5%,47%[activator],0.7%,-25%,-12%
CCOC(=O)C1CCN(CC(=O)N2C(C)CCCC2C)CC1 (configuration not stated),·,-1.5%,0%,1%,0%,-4%,-2%,5%,-0.8%,-23%,-2%
CCOC(=O)CCCCC1=CC2=CC(=O)C(C)(O)C(=O)C2=CO1 (configuration not stated),2.2%[9.22 µM],0.2%[15.4 µM],·,-11%[11.4 µM],·,·,·,·,0.0%[15.4 µM],-4%[11.4 µM],·
COCC(=O)N1CCC2(CCCN(C(=O)Nc3cccc(F)c3)C2)CC1,2.8%,-0.6%,7%[9.22 µM],-4%,-2%,-2%,-1%,4%,-3.0%,4%,?
CCN1CCN(C(=O)c2cc3c(=O)n(C)c4ccccc4c3n2C)CC1,-0.5%,0.0%,-2%,-8%,-6%,9%,-10%,·,0.0%,3%,?

Source: PubChem BioAssay
